High-throughput results from PubChem.
Dicer inh: inhibitors of Dicer pre-microRNA processing, primary screen, biochemical, cat-ELCCA, chemiluminescence | 47,000 compounds, 6% hits | z-score at 25 µM | Endoribonuclease Dicer (Homo sapiens), Q9UPY3 | cat-ELCCA pre-miR-21 Dicer processing; active compounds read high; in the data active = z-score above about 3, passing the limit was not always enough;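 note: plate controls were vehicle for no effect and no enzyme for full effect; higher signal means more uncleaved substrate so more Dicer inhibition; strong numbers were not always called active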
Target sequence (Q9UPY3 whole entry, looked up): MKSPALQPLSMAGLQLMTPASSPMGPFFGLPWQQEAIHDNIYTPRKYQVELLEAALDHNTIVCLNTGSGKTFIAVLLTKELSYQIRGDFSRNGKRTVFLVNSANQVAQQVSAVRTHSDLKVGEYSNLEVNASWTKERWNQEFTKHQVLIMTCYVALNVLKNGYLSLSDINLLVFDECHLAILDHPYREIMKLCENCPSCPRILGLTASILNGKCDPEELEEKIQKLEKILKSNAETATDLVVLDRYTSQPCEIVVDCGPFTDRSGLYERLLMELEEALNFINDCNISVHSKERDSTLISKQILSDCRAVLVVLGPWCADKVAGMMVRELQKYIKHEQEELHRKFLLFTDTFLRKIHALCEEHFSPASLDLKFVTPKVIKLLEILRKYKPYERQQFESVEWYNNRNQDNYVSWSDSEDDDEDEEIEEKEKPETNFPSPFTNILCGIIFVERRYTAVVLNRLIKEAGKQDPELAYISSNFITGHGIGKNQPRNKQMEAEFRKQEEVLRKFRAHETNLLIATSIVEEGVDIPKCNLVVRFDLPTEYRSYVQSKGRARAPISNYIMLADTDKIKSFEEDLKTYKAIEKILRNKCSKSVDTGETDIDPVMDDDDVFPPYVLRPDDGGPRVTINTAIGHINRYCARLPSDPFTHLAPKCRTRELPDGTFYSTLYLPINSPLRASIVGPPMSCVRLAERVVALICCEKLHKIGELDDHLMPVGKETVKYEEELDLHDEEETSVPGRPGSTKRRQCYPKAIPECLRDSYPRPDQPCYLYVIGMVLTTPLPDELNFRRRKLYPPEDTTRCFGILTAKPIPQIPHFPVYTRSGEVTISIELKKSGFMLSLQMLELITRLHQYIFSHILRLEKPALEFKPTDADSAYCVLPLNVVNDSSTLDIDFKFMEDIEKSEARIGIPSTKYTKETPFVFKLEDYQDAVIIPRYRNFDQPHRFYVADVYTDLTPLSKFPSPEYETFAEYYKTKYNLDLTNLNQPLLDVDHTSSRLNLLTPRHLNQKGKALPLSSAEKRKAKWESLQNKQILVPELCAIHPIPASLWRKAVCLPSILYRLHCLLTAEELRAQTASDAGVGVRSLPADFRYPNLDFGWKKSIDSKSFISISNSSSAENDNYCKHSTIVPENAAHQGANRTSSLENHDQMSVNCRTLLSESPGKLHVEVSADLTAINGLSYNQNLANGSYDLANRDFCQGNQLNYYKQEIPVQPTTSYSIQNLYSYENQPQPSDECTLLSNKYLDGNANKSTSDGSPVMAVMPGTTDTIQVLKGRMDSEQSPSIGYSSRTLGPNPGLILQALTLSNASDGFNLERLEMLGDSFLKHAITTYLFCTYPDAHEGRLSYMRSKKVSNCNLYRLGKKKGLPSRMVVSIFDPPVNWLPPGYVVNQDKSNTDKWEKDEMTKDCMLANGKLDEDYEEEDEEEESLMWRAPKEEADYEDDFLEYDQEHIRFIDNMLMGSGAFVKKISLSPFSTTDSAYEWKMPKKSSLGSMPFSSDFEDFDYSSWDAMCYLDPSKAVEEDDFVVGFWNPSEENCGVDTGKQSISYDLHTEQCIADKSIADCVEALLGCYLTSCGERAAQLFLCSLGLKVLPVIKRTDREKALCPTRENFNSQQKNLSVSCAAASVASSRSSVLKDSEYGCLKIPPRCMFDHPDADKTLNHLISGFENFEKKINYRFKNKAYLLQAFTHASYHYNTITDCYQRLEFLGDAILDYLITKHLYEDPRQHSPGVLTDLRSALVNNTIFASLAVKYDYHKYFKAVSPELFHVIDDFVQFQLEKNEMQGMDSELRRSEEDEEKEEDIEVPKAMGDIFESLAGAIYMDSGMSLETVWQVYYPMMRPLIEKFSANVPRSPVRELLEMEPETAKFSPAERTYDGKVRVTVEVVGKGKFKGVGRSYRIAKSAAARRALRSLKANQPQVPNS
An asterisk follows results filed as active. These rows are one share of the data; count on the stated rates, not on these rows.

1	CN1[C@@H]2CC[C@H]1CC(OC1c3ccccc3CCc3ccccc31)C2 (some centres not stated)
  Dicer inh: -0.52

2	Cc1o[nH]c(=O)c1CC(N)C(=O)O (configuration not stated)
  Dicer inh: -2.26

3	CCNCC(O)c1ccc([N+](=O)[O-])cc1 (configuration not stated)
  Dicer inh: 0.31

4	c1ccc2cc(CC3=NCCN3)ccc2c1
  Dicer inh: -0.13

5	CC(=O)NC1CCSC1=O (configuration not stated)
  Dicer inh: 0.01

6	Cc1cc(C)c(NC2=NCCS2)c(C)c1
  Dicer inh: -0.62

7	Cc1cccc(CNCCc2c[nH]c3ccccc23)c1
  Dicer inh: 0.46

8	Cc1ccc(-n2c(/C=C/c3ccc([N+](=O)[O-])o3)nc3ccccc3c2=O)cc1
  Dicer inh: 3.04*

9	CCN(CC)C(=O)Oc1nc(-c2ccccn2)nc(COC)c1CC1CC1
  Dicer inh: 0.76

10	CS/C(=N\C(N)=N/[N+](=O)[O-])Nc1ccc(Cl)cc1
  Dicer inh: 2.09

11	O=C1/C(=C\c2ccc(C(F)(F)F)cc2)N2CCC1CC2
  Dicer inh: 0.28

12	Cc1cc2n(n1)C(c1cccnc1)Nc1ccccc1-2 (configuration not stated)
  Dicer inh: 0.29

13	CNC(=O)Oc1ccccc1OCC(=O)NCc1ccccc1Cl
  Dicer inh: -0.21

14	O=C(c1ccco1)c1cn(CCCOc2ccccc2)c2ccccc12
  Dicer inh: -0.3

15	CNC(=O)O/N=C(C)/C=C/c1ccccc1
  Dicer inh: -0.58

16	FC(F)(F)Oc1ccc(NC2=NCCCS2)cc1
  Dicer inh: 1.06

17	NC(=O)c1ccc(OCC(O)CN2CC=C(c3ccc(F)cc3)CC2)cc1 (configuration not stated)
  Dicer inh: 0.22

18	COc1ccc(OC(=O)N(C)C)c(CN(C)C)c1
  Dicer inh: 1.12

19	CN1C(=O)CN=C(c2ccccc2)c2ccccc21
  Dicer inh: 1.25

20	CCCC1CN2CCC3=C(CCC3)C2(C)C1 (configuration not stated)
  Dicer inh: 0.36

21	CNC(=O)Oc1ccc2sc(=O)oc2c1
  Dicer inh: -1.9

22	CCCCCc1nc2ccccc2c(=O)n1-c1ccc(O)cc1
  Dicer inh: 0.84

23	CC(C)c1cccc(C(C)C)c1O
  Dicer inh: 1.32

24	O=C(Cc1ccccc1)c1ccccc1
  Dicer inh: -0.28

25	CCN(CC)c1ncnc2c1ncn2[C@@H]1O[C@H](COP(=O)(O)OP(=O)(O)C(Br)(Br)P(=O)(O)O)[C@@H](O)[C@H]1O
  Dicer inh: -0.83

26	CC(C)n1[nH]c(=O)c2c1NC(=O)CSC2c1ccccc1 (configuration not stated)
  Dicer inh: -1.27

27	Cc1cc2n(n1)C(c1cccnc1)Nc1c(C)cccc1-2 (configuration not stated)
  Dicer inh: -1.36

28	COc1ccc(C2SCC(=O)Nc3c2c(=O)[nH]n3C2CCOC(C)(C)C2)cc1 (configuration not stated)
  Dicer inh: -0.66

29	COc1ccc(O)c(C(C)(C)C)c1
  Dicer inh: 3.83*

30	CC12CN3CC(C)(CN(C1)C3c1cccnc1)C2 (configuration not stated)
  Dicer inh: 0.19

Next section; it opens with the 2 that closed the last part.
29	COc1ccc(O)c(C(C)(C)C)c1
  Dicer inh: 3.83*

30	CC12CN3CC(C)(CN(C1)C3c1cccnc1)C2 (configuration not stated)
  Dicer inh: 0.19

31	CCOCC(=O)NC1CCSC1=O (configuration not stated)
  Dicer inh: 1.29

32	COc1cc(CCC(C)=O)ccc1OC(=O)N(C)C
  Dicer inh: -3.34

33	CC1(C)CSC(Nc2ccccc2F)=N1
  Dicer inh: 0.9

34	NC1CCc2cc(O)c(O)cc2C1 (configuration not stated)
  Dicer inh: -0.12

35	CC12CCC(=O)C=C1C=CC1C2CCC2(C)C1CC[C@]2(C)O (some centres not stated)
  Dicer inh: -1.18

36	C[N+](C)(C)CCOC(=O)CBr
  Dicer inh: -0.38

37	OC1(c2ccccc2)CN2CCC1CC2 (configuration not stated)
  Dicer inh: 1.03

38	Cc1ccc(-c2nc(OC(=O)N(C)C)cc(C(F)(F)F)n2)cc1Cl
  Dicer inh: 0.06

39	COc1ccc(CCNCc2ccncc2)cc1OC
  Dicer inh: 1.49

40	CC12CCC3(C=C1CCC1C2CCC2(C)C(O)CCC12)OCCO3 (configuration not stated)
  Dicer inh: 0.81

41	O=C(C1CCCCN1)N1CCN(Cc2cccnc2)CC1 (configuration not stated)
  Dicer inh: -0.7

42	O=C1C(=Cc2ccc(Cl)c(Cl)c2)N2CCC1CC2
  Dicer inh: 0.52

43	CCCc1nc(-c2ccccn2)nc(OC(=O)N(C)C)c1Cc1c(F)cccc1Cl
  Dicer inh: -1.27

44	COc1ccc(C=C2C(=O)C3CCN2CC3)cc1Br
  Dicer inh: 1.08

45	CSc1ccc(CN2CCN(Cc3cc(Br)ccc3O)CC2)cc1
  Dicer inh: 6.13*

Ordered by SMILES length (largest number first): part of the list above
28	COc1ccc(C2SCC(=O)Nc3c2c(=O)[nH]n3C2CCOC(C)(C)C2)cc1 (configuration not stated)
  Dicer inh: -0.66

43	CCCc1nc(-c2ccccn2)nc(OC(=O)N(C)C)c1Cc1c(F)cccc1Cl
  Dicer inh: -1.27

38	Cc1ccc(-c2nc(OC(=O)N(C)C)cc(C(F)(F)F)n2)cc1Cl
  Dicer inh: 0.06

35	CC12CCC(=O)C=C1C=CC1C2CCC2(C)C1CC[C@]2(C)O (some centres not stated)
  Dicer inh: -1.18

40	CC12CCC3(C=C1CCC1C2CCC2(C)C(O)CCC12)OCCO3 (configuration not stated)
  Dicer inh: 0.81

45	CSc1ccc(CN2CCN(Cc3cc(Br)ccc3O)CC2)cc1
  Dicer inh: 6.13*

27	Cc1cc2n(n1)C(c1cccnc1)Nc1c(C)cccc1-2 (configuration not stated)
  Dicer inh: -1.36

42	O=C1C(=Cc2ccc(Cl)c(Cl)c2)N2CCC1CC2
  Dicer inh: 0.52

30	CC12CN3CC(C)(CN(C1)C3c1cccnc1)C2 (configuration not stated)
  Dicer inh: 0.19

32	COc1cc(CCC(C)=O)ccc1OC(=O)N(C)C
  Dicer inh: -3.34

39	COc1ccc(CCNCc2ccncc2)cc1OC
  Dicer inh: 1.49

33	CC1(C)CSC(Nc2ccccc2F)=N1
  Dicer inh: 0.9

37	OC1(c2ccccc2)CN2CCC1CC2 (configuration not stated)
  Dicer inh: 1.03

36	C[N+](C)(C)CCOC(=O)CBr
  Dicer inh: -0.38

34	NC1CCc2cc(O)c(O)cc2C1 (configuration not stated)
  Dicer inh: -0.12

31	CCOCC(=O)NC1CCSC1=O (configuration not stated)
  Dicer inh: 1.29

Next section
46	O=C1CC(=O)N(c2ccccc2)C(=O)N1
  Dicer inh: -2.1

47	Clc1ccccc1CN1CCN(Cc2ccc3c(c2)OCO3)CC1
  Dicer inh: 3.86*

48	Clc1ccc(CN2CCN(Cc3ccc4c(c3)OCO4)CC2)cc1
  Dicer inh: -1.74

49	COc1ccc(/C=C2\C(=O)C3CCN2CC3)c(OC)c1OC
  Dicer inh: 0.35

50	O=C(O)CCCc1ccc(N(CCCl)CCCl)cc1
  Dicer inh: -0.3

51	COP(=O)(OC)C(O)C(Cl)(Cl)Cl (configuration not stated)
  Dicer inh: -0.2

52	CCN1C[C@@]2(COC)C3[C@@H](OC)C4[C@@H]1C3([C@@H]1C[C@@]3(O)[C@H](OC(=O)c5ccccc5)[C@@H]1[C@]4(OC(C)=O)[C@@H](O)[C@@H]3OC)[C@H](OC)C[C@H]2O
  Dicer inh: 4.94

53	CNc1ccc2oc(C[C@H]3O[C@@]4(CC[C@H]3C)O[C@H]([C@H](C)C(=O)c3ccc[nH]3)[C@H](C)C[C@H]4C)nc2c1C(=O)O
  Dicer inh: -1.15

54	CN(C)C(=O)O/N=C(\N)COc1ccc(C(C)(C)C)cc1
  Dicer inh: -0.59
